Chronic BCR inh: inhibitors of chronic active B-cell receptor signaling; Potency, µM (doses to about 46.1 µM), for inactives: at the top dose ratio change, negative = lower green/red ratio, usual class: inhibitors; ABC-DLBCL IkBa-CBG/CBR reporter, luminescence ratio, 4 h; 340,000 compounds, 0.05% hits; active = well fitted inhibition curve with a large enough effect in the signal ratio, with a control signal flat, not every such curve was filed as active; inconclusive = small, poorly fitted or top-dose-only effect, or effect the other way, or a change in a side signal; the % refers to the signal ratio;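 note: potency is the fitted concentration of half-maximal effect; plate controls were basal doxycycline-induced cells for no effect and cells given 10 µM MG132 for full effect; MG132 reads +100%, hits lower the ratio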
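Concentration-response series (up to 46 uM) were applied to TMD8 dual-reporter cells for 4 h at 37C with doxycycline. Green/red ratio, after filter-overlap correction, defined %Activity; red signal alone was normalised to basal cells and zero luminescence.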
MLL CXXC-DNA inh: MLL CXXC-DNA interaction inhibition | 290,000 compounds, 0.037% hits | Q03164 | Potency, µM (doses to about 115 µM), for the others: at the top dose activity change, negative = inhibition, most hits filed as inhibitors | MLL-CXXC / FITC-HOXA9 DNA fluorescence polarization; active = well fitted inhibition curve with a large enough effect in the polarisation, with a control signal flat, not every such curve was filed as active; inconclusive = small, poorly fitted or top-dose-only effect, or effect the other way, or a change in a side signal; inactive = no such curve, though single readings can be large or run the other way; the % refers to the polarisation; note: potency is the fitted concentration of half-maximal effect
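Purified MLL-CXXC (added from a 7 uM solution) was preincubated 5 min at ambient with pinned compounds in 50 mM Tris-HCl pH 7.5, 50 mM NaCl, 1 mM DTT, 0.05% BSA. Fluorescein-labeled HOX-A9 DNA (50 nM solution) followed, 30 min, then polarization read.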
KCNH2 WT inh: inhibitors of human wildtype KCNH2 potassium channel | activity change, % at 1.84 µM | U2OS, BacMam KCNH2, thallium flux FluxOr; active compounds read low | 340,000 compounds, 0.37% hits | Q12809;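 active = maximum activity change below -70%; inconclusive = maximum activity change between -70% and -50%; inactive = maximum activity change above -50%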; note: % is set by controls: 0 for no effect and ±100 for the full control effect
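U2OS cells transduced with wild-type KCNH2 virus are loaded with FluxOr dye for 45 min, and thallium flux is measured in kinetic reads before and after stimulation buffer. Rate constants are normalized to DMSO controls.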
Giardia kill: kills Giardia lamblia; Giardia lamblia trophozoite viability; activity change, % at 7.66 µM, hits read low; 340,000 compounds, 0.15% hits; AID 540267; in the data active = activity change below about -80%; inconclusive = between about -30% and that limit;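 note: parasites exposed to compound for two days anaerobically before the ATP read; % is set by controls: 0 for no effect and ±100 for the full control effect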
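Giardia lamblia trophozoites (100 cells/well) were incubated with compounds for 48 h at 37 deg C under anaerobic conditions. Viability was read as ATP content by one-step luminescence after 15-30 min at room temperature.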
Coupling enz: counter-screen for Giardia aldolase inhibitors: coupling enzyme system | coupling enzyme system counterscreen, AmpLite Red fluorescence | activity change, negative = inhibition, % at 58.2 µM, hits read low | 290,000 compounds, 0.67% hits | AID 2472; in the data active = activity change below about -30%; note: % is set by controls: 0 for no effect and ±100 for the full control effect
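Activity here indicates interference with the coupling reaction, not aldolase inhibition. Compounds at 57.5 uM final met coupling enzymes for 10 min at RT; substrate and AmpLite Red detection followed, with a 525/598 nm fluorescence read after 20 min.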
TCR activator: activators of T cell receptors; 330,000 tested, under 10 active; Potency, µM (top dose mostly 9.22 µM), inactives show at the highest dose activation of IL-2 secretion, most hits filed as activators; primary human leukocytes, anti-CD3, IL-2 HTRF, 48 h; note: % of control where 0% means no effect
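1) Mix primary human leukocytes, a-CD3 beads and compound. 2) Incubate 48 hr. 3) Add HTRF IL-2 reagents (a-IL-2-K, a-IL-2-d2).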
A-T KAP1 phos: potential ataxia-telangiectasia treatment; Potency, µM (doses to about 57.5 µM), inactives show top-dose activation, hits mostly activators; 320,000 compounds, 0.19% hits; […] A-T fibroblasts, KAP-1 phosphorylation AlphaLISA; neocarzinostatin DNA damage 30 min before lysis; note: potency is the fitted concentration of half-maximal effect; % of control where 0% means no effect; nearly all actives have a fitted effect of over 45% in size
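ATM-like activity read as KAP-1 phosphorylation via AlphaLISA donor/acceptor antibody pairs after lysis and 6 hr at 25C. Cells were ATM-null patient fibroblasts ([…], hTERT), dosed 60 min, then exposed to the DSB inducer NCS for 30 min.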
GALK inh: galactokinase (human) inhibition | Purified GALK, Kinase-Glo residual ATP luminescence | Potency, µM (titrated, usually from 57.5 µM), for the others: at the highest dose activity change, negative = inhibition, most hits filed as inhibitors | 270,000 compounds, 0.007% hits; note: potency is the fitted concentration of half-maximal effect; % is set by controls: 0 for no effect and ±100 for the full control effect
Target sequence (P51570 whole entry, looked up): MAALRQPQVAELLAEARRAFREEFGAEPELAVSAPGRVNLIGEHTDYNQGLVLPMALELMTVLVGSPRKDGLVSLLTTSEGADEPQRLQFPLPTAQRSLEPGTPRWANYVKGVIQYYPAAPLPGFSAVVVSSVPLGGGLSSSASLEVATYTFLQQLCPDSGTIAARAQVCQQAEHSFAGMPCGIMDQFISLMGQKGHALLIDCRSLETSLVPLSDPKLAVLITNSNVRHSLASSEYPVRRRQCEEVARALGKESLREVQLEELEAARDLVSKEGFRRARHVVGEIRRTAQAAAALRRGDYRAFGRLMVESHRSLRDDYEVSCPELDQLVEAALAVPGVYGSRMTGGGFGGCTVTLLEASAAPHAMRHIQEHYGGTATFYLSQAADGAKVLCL
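Kinase-Glo Plus luminescence measured ATP left after a 1 h room-temperature reaction. The reaction used 5 nM GALK, 100 uM galactose and 35 uM ATP at pH 8.0 (20 mM HEPES, 5 mM MgCl2, 60 mM NaCl, 1 mM DTT, 0.01% BSA).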
Tb PFK block: inhibitors of T. brucei phosphofructokinase; O15648; T. brucei PFK, ADP-Glo luminescence; Potency, µM (series often up to 57.5 µM), for inactives: at the highest dose activity, negative = inhibition, actives largely listed as inhibitors; 330,000 compounds, 0.17% hits;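 note: potency is the fitted concentration of half-maximal effect; 0% = uninhibited 1x PFK enzyme wells and -100% = no-enzyme wells; nearly all actives have a fitted effect of over 60% in size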
Target sequence (O15648 whole entry, looked up): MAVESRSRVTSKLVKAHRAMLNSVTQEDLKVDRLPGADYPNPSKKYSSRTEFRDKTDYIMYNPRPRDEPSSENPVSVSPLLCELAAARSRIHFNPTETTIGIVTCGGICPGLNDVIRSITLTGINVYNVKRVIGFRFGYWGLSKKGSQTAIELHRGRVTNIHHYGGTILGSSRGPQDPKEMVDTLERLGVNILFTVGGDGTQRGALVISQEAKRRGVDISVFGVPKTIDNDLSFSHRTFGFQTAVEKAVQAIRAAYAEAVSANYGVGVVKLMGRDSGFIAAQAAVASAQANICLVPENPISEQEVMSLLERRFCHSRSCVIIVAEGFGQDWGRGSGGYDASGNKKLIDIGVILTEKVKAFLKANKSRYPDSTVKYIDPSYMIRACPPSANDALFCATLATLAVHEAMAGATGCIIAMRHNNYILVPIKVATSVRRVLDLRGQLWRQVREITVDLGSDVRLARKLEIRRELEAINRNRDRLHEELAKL
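Luminescent ADP detection (ADP-Glo, two-step: ATP depletion then ADP-to-ATP conversion for luciferase) reported PFK activity after 45 min room-temperature reaction of 1.25 nM enzyme with 0.5 mM F6P and 0.1 mM ATP at pH 8.0.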
TSHR antagonist: antagonists of human thyroid stimulating hormone receptor; P16473; TSHR-expressing cells, TSH-stimulated cAMP HTRF, 2 h; active compounds read low; activity change, negative = inhibition, % at 11.5 µM; 330,000 compounds, 0.2% hits;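 active = activity change below a set negative limit, meaning inhibition stronger than a set level, cut at about -70% in these data; inconclusive = activity change between two set negative limits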; note: % is set by controls: 0 for no effect and ±100 for the full control effect
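Antagonism was scored as loss of TSH-driven cAMP in TSHR cells, stimulated with 4nM TSH (EC80) for 2 hours at 37 deg C and detected by homogeneous HTRF competition immunoassay.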
Active calls of the source: *; ? = inconclusive; / = no result given; [ ] = another dose, or the depositor's remark. Unless noted, calls come from the whole dose curve; as a rule, active = well fitted curve in the direction sought with a large enough effect; inconclusive = small, poorly fitted or top-dose-only effect, or another doubt; inactive = no such curve, though single readings can be large; an effect the other way counts as inactive or inconclusive.

SMILES | Chronic BCR inh | MLL CXXC-DNA inh | KCNH2 WT inh | Giardia kill | Coupling enz | TCR activator | A-T KAP1 phos | GALK inh | Tb PFK block | TSHR antagonist
CCCCNC(=S)N(CCO)Cc1cc2cc3c(cc2[nH]c1=O)OCCO3 | -15% | -1% | 20 | 6 | -1 | 5% | 3% | -1% | -1% | 4
COc1ccc(CN2CCN(S(=O)(=O)c3ccc(NC(C)=O)cc3)CC2)cc1OC | -6% | -3% | -14 | 23 | 0 | -1% | 15% | 4% | 2% | 10
FC(F)(F)c1cccc(Nc2cc(-c3ccccc3)nc3ncnn23)c1 | 2% | -3% | -5 | 0 | 6 | -7% | -16% | 0% | -3% | -5
O=C(O)c1ccc2c(c1)C(=O)N(c1ccc(Nc3ccccc3)cc1)C2=O | ? | 9% | 2 | -14 | 9 | 3% | -4% | -2% | -1% | -12
COC(=O)c1ccc(CN2CCCCC2)cc1 | 0% | -9% | -2 | 64[activator] | 2 | -2% | 13% | 5% | 3% | 13
O=C(c1ccco1)N1CCc2[nH]nc(-c3ccccc3)c2C1 | ? | 8% | -6 | 48[activator] | / | -6% | 14% | 0% | -5% | 0
CC(OC(=O)Cn1nnc2ccccc21)C(=O)NC1CCCC1 (configuration not stated) | -3% | -3% | -4 | 18 | 2 | -3% | 2% | -1% | 0% | -12
CCOc1ncccc1C(=O)OCC(=O)NC(=O)NC(C)C | 5% | -5% | 5 | -14 | 0 | -3% | 2% | -2% | -1% | 12
COc1ccccc1-c1nc(C#N)c(N2CCN(C(=O)c3ccco3)CC2)o1 | 0% | -7% | 6 | 2 | / | -3% | -2% | 0% | 1% | -13
CS(=O)(=O)c1ccc(Cl)c(NC(=O)COc2ccc3c(c2)CCC3)c1 | 6% | / | 14 | 8 | / | -5% | / | / | -3% | -11
COc1ccc(CCC(=O)OCC(=O)c2c(N)n(CC(C)C)c(=O)n(C)c2=O)cc1 | 2% | 2% | 3 | -7 | / | 2% | -1% | 2% | 0% | -47
NC(=O)C1CCN(Cc2ccc(OCc3ccccc3)cc2)CC1 | 0% | -1% | 84 | -1 | 3 | / | 2% | 4% | -7% | 16
CCc1nc2ccc(C(=O)N(C)CC(=O)Nc3ccc(F)c(F)c3F)cc2nc1CC | -2% | / | 0 | 2 | / | / | 2% | / | 0% | -1
CCN1C(=O)CC(C(=O)O)SC1=Nc1ccc(OC)cc1 (configuration not stated) | 4% | 5% | -3 | -14 | 0 | -2% | 5% | -6% | 1% | -5
CC(=O)c1ccc(OCCCC(=O)NC(C)c2ccc(S(N)(=O)=O)cc2)cc1 (configuration not stated) | -3% | 1% | -11 | 9 | 2 | -3% | -3% | -1% | 3% | 3
Cc1cc(C)nc(SCC(=O)NNC(=O)c2cccs2)n1 | -5% | -11% | 0 | -3 | 1 | -16% | -5% | 2% | 1% | 4
Cc1ccc(S(=O)(=O)N2CCN(C(=O)Cc3ccc(S(=O)(=O)N4CCOCC4)s3)CC2)cc1 | 5% | 7% | 9 | 22 | / | -3% | 2% | 8% | 0% | -10
Cc1c2ccccc2cc[n+]1CCCS(=O)(=O)[O-] | 2% | -6% | -19 | 6 | 0 | -3% | 6% | 1% | 1% | 7
COc1ccc(NC(=O)Cn2c(=O)n(CC(=O)NCc3ccco3)c(=O)c3ccccc32)cc1OC | -1% | 0% | 4 | 5 | 2 | / | 4% | 0% | 1% | -9
CCCC(=O)C1=C(O)C(C(=O)OC)C(C)(C)CC1=Nc1ccc(OC)cc1 (configuration not stated) | 6% | -2% | 7 | -4 | 5 | -2% | 3% | 0% | -1% | 17
Cc1ccnc(NS(=O)(=O)c2ccc(NS(=O)(=O)c3cc(Cl)ccc3Cl)cc2)n1 | -1% | -4% | 0 | 19 | 9 | 3% | -9% | 12% | 0% | -1
COc1ccc(S(=O)(=O)N2CCOCC2)cc1N=Nc1sc(N)nc1-c1ccccc1 | -2% | 5% | 4 | 4 | 0 | -13%[46.1 µM] | -3% | 1% | -1% | -16
COc1cc(NC(=O)c2ccc(C)cc2C)ccc1NC(=O)c1cc2ccccc2o1 | 1% | 19% | 1 | 10 | 1 | -1% | -9% | 0% | -1% | -6
CN(Cc1ccccc1)c1c([N+](=O)[O-])c(=O)n(C)c2ccccc12 | 12% | 5% | 1 | -22 | -5 | -12% | -8% | -5% | 2% | -8
CCCCNC(=O)COC(=O)c1cc2c(C)nn(-c3ccccc3)c2s1 | 2% | -1% | 11 | -20 | -1 | 0% | 7% | 1% | -2% | -19

Reprinted from the part before: 2 entries, then new ones.
SMILES | Chronic BCR inh | MLL CXXC-DNA inh | KCNH2 WT inh | Giardia kill | Coupling enz | TCR activator | A-T KAP1 phos | GALK inh | Tb PFK block | TSHR antagonist
CN(Cc1ccccc1)c1c([N+](=O)[O-])c(=O)n(C)c2ccccc12 | 12% | 5% | 1 | -22 | -5 | -12% | -8% | -5% | 2% | -8
CCCCNC(=O)COC(=O)c1cc2c(C)nn(-c3ccccc3)c2s1 | 2% | -1% | 11 | -20 | -1 | 0% | 7% | 1% | -2% | -19
CSc1nc(Cc2ccc(Cl)cc2)nc2ccccc12 | 0% | 0% | 16 | -6 | 4 | -4% | 1% | 4% | 1% | -5
CSc1ccc(CCNC(=O)c2ccc(CS(=O)Cc3ccc(Cl)cc3)o2)cc1 (configuration not stated) | ? | 46%[activator] | -3 | -15 | / | 5% | 7% | -11% | -3% | 7
COc1ccc(C)cc1NC(=O)CSCc1cc(=O)n2c(C)csc2n1 | 9% | / | -8 | -8 | / | -8% | 10% | / | -1% | -15
COc1nc(OCC#N)nc(N(C)C)n1 | -9% | 11% | -5 | 6 | 3 | 7% | / | 0% | 4% | -5
O=C(NNS(=O)(=O)c1ccccc1[N+](=O)[O-])c1ccc(F)cc1 | -11% | -16% | -11 | -1 | 0 | -5% | -7% | 5% | 1% | -1
C=CCn1c(SCC(=O)NC2CCCC2)nc2scc(-c3ccco3)c2c1=O | ? | 0% | -8 | 4 | 0 | -12% | -3% | 0% | -2% | 0
O=C(COc1ccc(Br)cc1)NCCCNC(=O)c1cnccn1 | -14% | -4% | -4 | 0 | 2 | 3% | 1% | -2% | -1% | 9
CN1CCN(C(=S)NC(=O)/C=C/c2ccccc2)CC1 | 4% | 7% | 9 | 7 | 2 | 1% | -2% | -3% | 0% | -8
CCCN(C(=O)c1ccco1)c1nnc(-c2ccncc2)s1 | -10% | -3% | -7 | -4 | 1 | 3%[46.1 µM] | 2% | -5% | -4% | -2
CCC(Sc1ccccn1)C(=O)Nc1cccc([N+](=O)[O-])c1 (configuration not stated) | 0% | -3% | -6 | 25 | -11 | 1% | 7% | 2% | -1% | 5
COc1ccc(OCC(O)CNc2ccc(Br)cc2)cc1 (configuration not stated) | -14% | -2% | 6 | -16 | -13 | 0% | 12% | 0% | -13% | 9
Cc1ccccc1NC(=O)CCN1CCCC1 | ? | -1% | -3 | 13 | 0 | 13% | 0%[11.5 µM] | 3% | -2% | -7
Cc1nc(NC(=O)CSc2ccccc2N)sc1C | 9% | 21% | 4 | -23 | 1 | -4% | 2% | -3% | -3% | 9
COc1cc(OC)cc(C(=O)Nc2nc(CC(=O)NCc3ccccc3OC)cs2)c1 | ? | / | -8 | 9 | / | -1% | 1% | / | -1% | -15
CCOC(=O)CSc1nnc(CNC(=O)Cc2ccccc2)n1-c1ccccc1OC | ? | 4% | -4 | -12 | 1 | -4% | 5% | 2% | -2% | 2
CCN(CCn1cccn1)C(=O)CC1C(=O)NCCN1Cc1cc(OC)cc(OC)c1 (configuration not stated) | 2% | 12% | 2 | 13 | -12 | -4% | 5% | 0% | -1% | 4
COc1ccc(CN2CCNC(=O)C2CC(=O)N(C)C2CCOCC2)c(F)c1 (configuration not stated) | -2% | -2% | -10 | -5 | / | 0% | 4% | -3% | 1% | 0
O=C(CCCN1C(=O)/C(=C/c2cccs2)SC1=S)NNC(=O)c1ccncc1 | ? | -5% | -5 | 5 | -4 | 4% | 0% | -1% | -1% | -8
COc1ccc(-n2cnnc2SCC(=O)Nc2cccc(S(=O)(=O)N3CCCCC3)c2)cc1 | 0% | 4% | 4 | -9 | 0 | 5%[46.1 µM] | -1% | 0% | 0% | 2
CC(=O)c1c(C)[nH]c(C(=O)N2CC(C)CC(C)C2)c1C (configuration not stated) | 1% | ? | -2 | -19 | 1 | -2% | -9% | 1% | 1% | 5
O=C1C2C3C=CC(C2C(=O)N1CCCO)C1C2C(=O)N(CCCO)C(=O)C2C31 (configuration not stated) | -7% | -3% | 8 | -5 | 2 | -15% | / | 0% | -7% | /
NC(=O)[C@@H]1CCCNc2c(F)cc([N+](=O)[O-])cc2C(=O)N[C@@H](CCC(=O)O)C(=O)N[C@@H](CO)C(=O)N1 | 1% | 9% | -20 | 6 | -3 | -1% | -7% | / | 0% | -7
Cc1ccc(NC(=O)COC(=O)c2ccc(S(=O)(=O)NCc3ccco3)cc2)cc1 | -1% | / | -4 | 24 | / | 6% | 2% | / | ? | 1
